IDE inh: human IDE inhibitors in live cells, primary screen, fluorescence polarization, HEK cells, FAbetaB substrate; FAbetaB cleavage; inhibition, % at 5.59 µM; 320,000 tested, 0.41% active;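 active = percent inhibition above the average of all tested compounds plus 3 SD, set per screening campaign, cut at about 16% in these data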;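 note: IDE supplied by intact live HEK cells; FP after avidin binding of uncleaved biotin substrate so inhibition keeps polarization high; 0% = DMSO wells and 100% = 60 µM reference IDE inhibitor Ii1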
Target sequence (P14735 whole entry, looked up): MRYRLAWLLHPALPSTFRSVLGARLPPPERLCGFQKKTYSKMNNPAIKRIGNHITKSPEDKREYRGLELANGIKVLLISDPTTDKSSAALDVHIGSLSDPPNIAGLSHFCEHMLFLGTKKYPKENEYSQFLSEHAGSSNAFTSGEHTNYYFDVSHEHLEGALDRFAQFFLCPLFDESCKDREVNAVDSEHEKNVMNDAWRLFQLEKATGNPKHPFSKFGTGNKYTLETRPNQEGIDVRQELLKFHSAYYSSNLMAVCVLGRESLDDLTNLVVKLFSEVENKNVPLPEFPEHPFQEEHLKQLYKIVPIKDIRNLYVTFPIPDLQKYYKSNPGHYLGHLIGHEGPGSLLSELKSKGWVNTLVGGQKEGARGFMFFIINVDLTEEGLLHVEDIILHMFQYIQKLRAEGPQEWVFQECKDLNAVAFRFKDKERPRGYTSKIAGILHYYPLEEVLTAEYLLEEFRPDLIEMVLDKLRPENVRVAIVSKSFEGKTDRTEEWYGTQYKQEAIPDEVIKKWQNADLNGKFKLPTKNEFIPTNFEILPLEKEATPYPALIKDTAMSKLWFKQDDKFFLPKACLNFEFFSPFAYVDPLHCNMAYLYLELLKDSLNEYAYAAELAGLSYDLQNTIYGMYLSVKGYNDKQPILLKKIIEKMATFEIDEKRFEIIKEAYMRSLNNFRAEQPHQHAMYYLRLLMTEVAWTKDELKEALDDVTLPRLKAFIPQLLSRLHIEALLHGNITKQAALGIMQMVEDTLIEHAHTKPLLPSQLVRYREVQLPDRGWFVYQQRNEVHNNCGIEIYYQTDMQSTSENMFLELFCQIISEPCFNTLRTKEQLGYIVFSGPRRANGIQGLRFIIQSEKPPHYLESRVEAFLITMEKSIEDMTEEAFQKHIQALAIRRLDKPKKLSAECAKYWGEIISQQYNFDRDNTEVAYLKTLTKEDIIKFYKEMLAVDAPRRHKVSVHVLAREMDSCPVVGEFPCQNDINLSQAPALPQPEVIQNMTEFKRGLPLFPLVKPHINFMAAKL
IDE cell activ: human IDE activators in live cells, primary screen, fluorescence polarization, HEK cells, FAbeta-B substrate | Insulin-degrading enzyme (Homo sapiens), P14735 | FAbeta-B cleavage; 0% vehicle, 100% cell-free pure enzyme wells | activation, % at 5.96 µM | 340,000 tested, 0.073% active;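 active = activation above the mean of all tested compounds plus 3 SD, set per screening campaign, cut at about 17% in these data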
Numbers without * were called inactive; & = joins results of further samples.

IDE inh	IDE cell activ	SMILES
-4	3	Cc1n[nH]c(=O)c2c(NC(=O)CSc3ccccc3F)oc(C)c12
-4	5	O=C(NN1C(=O)NC2(CCCCC2)C1=O)c1ccc(Cl)s1
6	-1	COc1ccc(CCNC(=O)CSc2nc(=O)n3cc(C)ccc3n2)cc1OC
9&0	3&2	CC(=O)O[C@H]1C[C@@]2(C)[C@@H](C[C@@H](O)[C@H]3[C@@]4(C)CC[C@@H](O)[C@@H](C)[C@@H]4CC[C@@]32C)/C1=C(\CCC=C(C)C)C(=O)O
3	2	O=C(COC(=O)Cc1n[nH]c(=O)c2ccccc12)NNC(=O)c1ccc(Br)cc1
2	3	Cn1cnc(C(=O)NCc2ccccc2)c1C(=O)NCc1ccccc1
3	-3	Cc1noc(C)c1COc1ccccc1C(=O)N1CCN(S(=O)(=O)c2ccccc2F)CC1
-2	2	Cc1ccccc1OCCC(=O)OCC(=O)NCCc1ccc(S(N)(=O)=O)cc1

The list goes on.
IDE inh	IDE cell activ	SMILES
-5	9	COc1ccc(F)cc1S(=O)(=O)NCC(c1ccco1)N1CCc2ccccc2C1 (stereo unspecified)
-5	3	O=C(CSc1nnc(C2CC2)n1-c1ccccc1)N1CCNC1=O
-2	-3	O=C(Cc1ccccn1)c1ccccc1
2	3	CC(C)(C)OC(=O)Nc1ccc([C@@H](NC(=O)OC(C)(C)C)C(=O)OC(C)(C)C)cc1
2	3	Cc1cccc([C@H](NC(=O)OC(C)(C)C)C(=O)OC(C)(C)C)c1
0	4	CCN(CC(=O)Nc1c(F)cccc1F)C(=O)c1ccc(-c2ccc(C(C)=O)cc2)o1
-10	9	CC1(C)CC[C@]2(C(=O)O)CC[C@]3(C)C(=CC[C@@H]4[C@@]5(C)CC[C@H](O[C@@H]6O[C@H](C(=O)O)[C@@H](O)[C@H](O[C@@H]7OC[C@H](O)[C@H](O)[C@H]7O)[C@H]6O)C(C)(C)[C@@H]5CC[C@]43C)[C@@H]2C1
2	-3	O=C(COc1coc(CN2CCN(c3ccccc3)CC2)cc1=O)Nc1ccccc1

Later entries.
IDE inh	IDE cell activ	SMILES
4	-3	CSCCC(NS(=O)(=O)c1ccccc1F)C(=O)NCCCn1nc(C)cc1C (stereo unspecified)
3	2	CC(=O)Nc1ccc(S(=O)(=O)NC2CC(=O)N(c3ccc(C)c(C)c3)C2)cc1 (stereo unspecified)
8	-5	COc1cc2sc3cc(NCCCN4CCOCC4)ccc3c(=O)c2cc1OC
1	6	Cn1cnnc1SCC(=O)NCCC1=CCCCC1
2	2	CCOc1cc(N2CCOCC2)c(OCC)cc1NC(=O)C(C)Oc1ccccc1 (stereo unspecified)
-2	-6	O=C1ON=C(c2ccccc2[N+](=O)[O-])/C1=C/c1cccc([N+](=O)[O-])c1O
-2	5	O=C(c1cn(Cc2ccccc2)nc1-c1ccccc1)N1CCN(c2ccccn2)CC1
5	5	CC(=O)N/C(=C/c1ccc2c(c1)OCO2)C(=O)NC(Cc1ccccc1)C(=O)O (stereo unspecified)

Next section.
IDE inh	IDE cell activ	SMILES
-2	0	Cc1ccc(C)c(OCC(=O)OCC(=O)Nc2c(C)nn(-c3ccccc3)c2C)c1
4	4	O=C(NCCc1c[nH]c2ccccc12)c1ccc2nc[nH]c2c1
-4	2	COc1ccc2sc(-c3ccc(N(C)C)cc3)c(C#CC(C)(C)O)c2c1
7	-4	Cc1nn(-c2ccccc2)c(Cl)c1C(=O)OCC(=O)N(C)c1c(N)n(Cc2ccccc2)c(=O)[nH]c1=O
8	0	COc1ccccc1N(C)S(=O)(=O)c1ccc(C(=O)Nc2cc(F)ccc2C)cc1
6	2	Fc1ccc2cc(-c3cccnc3)ncc2c1
4	1	CC1CCN(C(=O)COC(=O)CCC(=O)c2ccc(Cl)cc2)CC1
-2	-3	COc1ccc([C@H]2CC(=O)C=C(c3cc(C(F)(F)F)cc(C(F)(F)F)c3)C2)cc1

Additional compounds follow.
IDE inh	IDE cell activ	SMILES
3	2	O=C(Cc1c(O)c2ccccc2oc1=O)c1ccc(F)cc1
-4	3	O=C(NNC(=O)c1ccccc1O)c1ccc(S(=O)(=O)Nc2ccccc2F)cc1
8	4	CN(C)C1=NC[C@H](Cc2ccccc2)N1CC1CCCCC1
-3	6	CN1CCN(C(=O)CCN2C(=O)c3ccccc3S2(=O)=O)CC1
4	0	N#CC1(NC(=O)COc2ccc(C(N)=O)cc2)CCCC1
1	0	COc1ccccc1CN(C)C(=O)c1ccc(S(=O)(=O)NCc2ccco2)cc1
0	2	O=C(COc1ccc(Br)cc1)N1CCN(c2ncccn2)CC1
4	0	COCc1ccc(C(=O)OC(C)C(=O)Nc2c(C)n(C)n(-c3ccccc3)c2=O)cc1 (stereo unspecified)

Further results follow.
IDE inh	IDE cell activ	SMILES
6	3	O=C(Nc1cccc(S(=O)(=O)NC2=NCCC2)c1)c1ccccc1F
8	0	COc1cccc(CCNS(=O)(=O)CCNC(=O)c2cccc(OC)c2)c1
5	4	Cc1[nH]c2ccccc2c1C(=O)CN1C(=O)NC2(CCCCCC2)C1=O
2	4	Cc1ccc(S(=O)(=O)NC2CCCCC2)cc1C(=O)N1CCC(C(N)=O)CC1
0	-2	Cn1nnnc1Sc1ncnc2scc(-c3ccc[nH]3)c12
7	0	CS(=O)(=O)c1ccc(C(=O)OCC(=O)N2CCCc3ccccc32)cc1
-5	2	O=C(COc1ccc(-n2cnnn2)cc1)Nc1ccc(Br)cc1F
5	1	Cc1ccc(NC(=O)C2CCCC2)c(Br)c1

(listing goes on)
IDE inh	IDE cell activ	SMILES
-6	0	Cc1ccccc1NC(=O)CSc1nnc(-c2ccco2)n1N
4	-1	O=C(COC(=O)/C=C/c1ccc(OC(F)F)cc1)NC1CCCC1
0	4	CCOc1ccc(NC(=O)CN(C)C(=O)CSCc2cccc(C)c2)cc1OCC
2	-1	O=C(NCCCc1ccccc1)c1c(O)nc2sccn2c1=O
3	-4	Cc1noc(C)c1C(=O)Nc1ccc(-c2nnc3n2CCCCC3)cc1
-10	7	Cc1nn(Cc2ccccc2Cl)c(C)c1C(=O)NCC(c1cccs1)N1CCOCC1 (stereo unspecified)
1	3	COC(=O)[C@]1(Cc2ccccc2)N[C@H](CN(C)C(=O)Nc2ccc(OC)cc2)[C@@H]2C(=O)N(Cc3ccccc3)C(=O)[C@@H]21
6	6	Cc1nn(CC(=O)N(C)C2CCC(C)CC2)c(C)c1S(=O)(=O)N(C)C (stereo unspecified)

Further entries follow:
IDE inh	IDE cell activ	SMILES
6	-4	COc1ccccc1OCC(=O)NC1CCCCCCC1
-6	0	O=C(NCC(=O)N1CCN(c2ccccc2F)CC1)c1ccc(Br)o1
-1	3	CC1(c2nnc(Cc3ccccc3)o2)CC(c2ccccc2F)=NO1 (stereo unspecified)
2	7	CCCCN(C(=O)CSc1nc(CCC)cc(=O)[nH]1)c1c(N)n(Cc2ccccc2)c(=O)[nH]c1=O
-4	-3	CCN(c1ccccc1)S(=O)(=O)c1ccc(C(=O)N(C)Cc2cccs2)cc1
0	0	Cc1ccnn1-c1ccc(C(=O)N2CCCN(S(=O)(=O)c3ccc(F)cc3)CC2)cc1
0	-1	CN(C)c1ccc(C(=O)NCC(c2cccs2)N2CCOCC2)cc1[N+](=O)[O-] (stereo unspecified)
-1	5	Cc1cccnc1NC(=O)c1cccc(S(=O)(=O)N2CCN(c3ccccc3)CC2)c1

Next section.
IDE inh	IDE cell activ	SMILES
-4	0	O=S(=O)(N(Cc1ccccc1)[C@H](CO)Cc1ccccc1)N(Cc1ccccc1)[C@H](CO)Cc1ccccc1
0	2	NC(=O)c1c(NC(=O)CN2CCN(S(=O)(=O)c3ccccc3)CC2)sc2c1CCC2
-2	1	COc1cc2cc(CCCOC(=O)c3ccc(C#N)cc3)oc(=O)c2cc1OC
4	2	O=C(CSc1nnc(N2CCOCC2)n1-c1cccc(F)c1)N1CCN(c2ccccn2)CC1
-2	4	CC1(NC(=O)/C=C/c2nc3ccccc3s2)CCS(=O)(=O)C1 (stereo unspecified)
1	-7	O=C(COc1ccccc1F)OCC(=O)c1ccc([N+](=O)[O-])cc1
-7	2	CCOC(=O)Cc1csc(NC(=O)c2ccc(N3CCOCC3)cc2[N+](=O)[O-])n1
6	2	CCC(C)N(C(=O)COc1ccc(Cl)c2cccnc12)C1CCS(=O)(=O)C1 (stereo unspecified)

The list goes on:
IDE inh	IDE cell activ	SMILES
0	5	Cc1ccc(C(=O)OC(C)C(=O)NC(C)CCc2ccccc2)o1 (stereo unspecified)
-3	7	CCN(Cc1ccccc1)C(=O)c1cc(S(=O)(=O)N2CCOCC2)ccc1N1CCCC1
-1	-4	Cc1ccc(-c2noc(CN(C)C(=O)c3ccc(Br)o3)n2)cc1
-3	1	CCOC(=O)c1cnc(SCC(=O)OCC(=O)NC2CCS(=O)(=O)C2)nc1N (stereo unspecified)
-2	3	COc1ccccc1N(CCC#N)C(=O)COC(=O)CCC(=O)c1ccc(F)cc1
0	4	CCCn1c(N)c(N(CCOC)C(=O)CSc2c(Cl)cccc2Cl)c(=O)[nH]c1=O
10	0	O=C(Nc1ccc(C(F)(F)F)cc1)c1ccccc1
9	4	O=S(=O)(NCC(c1ccco1)N1CCc2ccccc2C1)c1ccc(Br)cc1 (stereo unspecified)

Other results follow:
IDE inh	IDE cell activ	SMILES
8	1	Cc1ccc(CNC(=O)CCn2cc(-c3ccc(F)cc3)nc2-c2ccncc2)cc1
1	7	C[C@@H]1O[C@@H](O[C@H]2[C@H](Oc3cc(O)c4c(c3)OC(c3ccc(O)cc3)CC4=O)O[C@H](CO)[C@@H](O)[C@@H]2O)[C@H](O)[C@H](O)[C@H]1O (stereo partly specified)
2	4	Cc1ccc(NC(=O)C(C)OC(=O)c2ccc(Cl)nc2)cc1S(=O)(=O)N1CCOCC1 (stereo unspecified)
2	2	CN(C(=O)c1ccc2c(c1)S(=O)(=O)N=C1CCCCCN12)c1ccccc1
2	-3	CCN(CC(=O)Nc1ccccc1OC)C(=O)c1ccc(NC(=O)c2cccs2)cc1
3	3	C[C@H](CO)N1C[C@H](C)[C@@H](CN(C)C(=O)Nc2ccccc2)Oc2ccc(NC(=O)Cn3cnnn3)cc2C1=O
6	7	O=C(O)Cc1ccc(O)cc1
3	1	CCCNC(=O)C1(CC2CC(c3ccccc3)=NO2)CCN(C(=O)c2ccccc2)CC1 (stereo unspecified)

The list goes on.
IDE inh	IDE cell activ	SMILES
1	7	CC(O)[C@@]1(O)CC[C@H]2[C@@H]3CC[C@H]4C[C@@H](O)CC[C@]4(C)C3=CC[C@@]21C (stereo partly specified)
7	-4	CC(=O)c1cccc(NC(=O)CSc2nc(=O)n(CCN3CCOCC3)c3c2CCC3)c1
3	-3	O=C(COC(=O)c1ccc([N+](=O)[O-])cc1)NCCC1=CCCCC1
0	0	COc1ccc(CNC(=O)COC(=O)CC(NC(N)=O)c2ccc(Cl)cc2)cc1OC (stereo unspecified)
-1	2	COc1ccc(CCNC(=O)CSc2nnc3ccc(-c4ccccn4)nn23)cc1OC
-5	2	NC(=O)c1ccsc1NC(=O)COC(=O)c1cccnc1Cl
1	-2	N#Cc1ccc(C(=O)OCCc2cc3ccccc3c(=O)o2)cc1
3	-3	Cc1ccc(C(=O)N2CC=C(c3ccccc3)CC2)s1

New compounds follow:
IDE inh	IDE cell activ	SMILES
2	4	O=C(CSc1nc2ccccc2c(=O)n1Cc1ccc(F)cc1)NCC1CCCO1 (stereo unspecified)
-3	6	CSc1nc(N)nc2c1ncn2CC(=O)NCc1ccc2[nH]ccc2c1
-4	4	CCc1nc2ccccc2c(C(=O)OCC(=O)NC2CCCC2)c1C
-3	1	CN(C(=O)c1ccc(NC(=O)Cc2ccc(NC(=O)C3CCCN(C(=O)CCc4ccccc4)C3)cc2)cc1)C1CC1 (stereo unspecified)
1	6	O=C(OCCOc1ccccc1)c1cc(S(=O)(=O)N2CCOCC2)ccc1Cl
3	6	O=C(O)c1cccc(S(=O)(=O)Nc2ccc(-c3ccccc3)cc2)c1
0	-5	CCOC(=O)Cc1csc(SCC(=O)N2CCN(c3ccccc3)CC2)n1
2	-2	CC(=O)Nc1cccc(NC(=O)CSc2nnc3ccc(-c4ccccn4)nn23)c1

Following part:
IDE inh	IDE cell activ	SMILES
3	-3	Cc1ccccc1Nc1nc(N)nc(COC(=O)[C@@H](NC(=O)c2c(F)cccc2F)C(C)C)n1
4	6	Cc1cccc(C(=O)OCC(=O)NCc2ccc3c(c2)OCO3)c1C
0	5	COc1ccc2c(c1)[C@H]1[C@H](CO2)[C@H](c2ccccc2)[C@]2(C)C(=O)Nc3cc(C)ccc3C(=O)N12
-3	6	C[C@]12CC[C@@H]3c4ccc(O)cc4CC[C@H]3[C@@H]1CC[C@@H]2OC(=O)CCC1CCCC1
2	3	O=C(OCC(=O)N1CCOCC1)c1cc(=O)[nH]c2ccccc12
1	6	C[C@H](CO)N1C[C@H](C)[C@@H](CN(C)Cc2ccccc2)Oc2c(NC(=O)Cc3ccccc3)cccc2C1=O

Screening results (PubChem)

This is a subset. The share of hits here may be higher or lower than overall.
